# Rat MKP-3 inhibitors: MKP-3 phosphatase inhibitors, primary screen, biochemical, rat enzyme, in vitro (AID 425). recombinant MKP-3 phosphatase activity, fluorescence; higher % means a stronger effect. inhibition, % at 20 µM, or IC50 in µM where a hit was titrated. actives 0.17% (n = 110,000); in the data active = inhibition above about 50%;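 also: plate controls were vehicle for no effect and reference inhibitor for full effect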
# Hsp70 inhibitors: Hsp70 inhibitors, probe displacement, primary screen, biochemical, fluorescence polarization (AID 583); actives 0.06% (n = 140,000); displacement, % at 20 µM, or IC50 in µM where a hit was titrated; Hsp70 fluorescence polarization probe displacement, mP; higher % means a stronger effect; in the data active = displacement above about 50%;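 also: plate controls were vehicle for no effect and reference ligand for full effect; a part of the inactive calls stands beside numbers as strong as those of hits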
# Starred values were filed as active, the others as inactive; · = not tested or not shown; & = joins results of further samples.
SMILES,Rat MKP-3 inhibitors,Hsp70 inhibitors
COc1ccc(CNC(=O)c2c(O)c3cccc4c3n(c2=O)CCC4)cc1OC,2.7%,5.4%
COc1cc(OC)cc(C(=O)OCc2cc3ccccc3[nH]c2=O)c1,-4.8%,-0.8%
COCCSc1ccccc1C(=O)Nc1nncs1,-9.3%,-1.1%
CCOC(=O)c1c(-c2cccs2)csc1NC(=O)CCCC(=O)O,-8.7%,2.6%
COc1cc(C2c3c(oc4cc(C)c(C)cc4c3=O)C(=O)N2c2cc(C)ccn2)ccc1O (stereo not drawn),-9.5%,-2.6%
COc1ccc(CN(CCCN2CCOCC2)C(=O)Nc2ccccc2)cc1OC,-9.9%,-3.6%
CCc1ccc2c(c1)C(c1ccccc1)C(=O)O2 (stereo not drawn),3.6%,-2.2%
CC(=O)N1c2ccccc2NC2=C(C(=O)CC(c3ccccc3)C2)C1c1cccs1 (stereo not drawn),-0.2%,0.9%
C=CCOc1ccc(C2C(C(=O)c3ccco3)=C(O)C(=O)N2CCCN(CC)CC)cc1 (stereo not drawn),-6.2%,3.8%
COC(=O)c1cc(OC)c(OC)c(OC)c1NC(=O)c1ccc(S(=O)(=O)N(C)C)cc1,-9.9%,-0.1%
CCn1c(SCC(=O)N2CCOCC2)nc2c(c1=O)SC(C)C2 (stereo not drawn),-1.4%,6.8%
O=C(CCCc1nc(-c2ccc(Cl)cc2)no1)N1CCOCC1,2.0%,0.3%
CCOc1ccccc1NC(=O)c1ccc(C)c([N+](=O)[O-])c1,-0.6%,5.3%
O=C(CN(Cc1ccccc1)Oc1ccccc1)N/N=C/c1ccc(Cl)c(Cl)c1,0.5%,-4.4%
O=C(NCCCN1CCOCC1)c1ccco1,-11.6%,-3.9%
COc1cc(/C=C2\C(=O)NC(=O)N(c3cc(C)cc(C)c3)C2=O)cc([N+](=O)[O-])c1O,5.1%,1.4%
O=C(CC(c1ccccc1)c1ccccc1)Nc1ncccc1Cl,3.1%,-4.7%
Cc1cc(NC(=O)CSCCc2ccncc2)no1,2.9%,-1.8%
Cc1cc(C)n2nc(C(=O)OCC(=O)c3cc(C)n(C)c3C)nc2n1,3.5%,9.3%
COc1cc(NC(=O)Nc2cccc(Cl)c2)c(OC)cc1NC(=O)CN1CCCCC1,-1.7%,1.0%
Cc1cccc(C)c1OCC(O)Cn1ccnc1C (stereo not drawn),-1.4%,-3.2%
Cc1cccc(C)c1NC(=O)Nc1cccs1,-6.4%,-2.2%
CCN(CC)CCCCOc1cc(C)ccc1Cl,0.5%,-0.4%
N#Cc1c(-c2ccc(Br)cc2)cc(-c2ccc3c(c2)OCO3)c(C#N)c1N,4.3%,-0.3%
NS(=O)(=O)c1ccc(S(=O)(=O)NCCc2ccccc2)cc1,-1.5%,1.6%
COc1ccc(N(CC(=O)NC2CCCCC2)S(=O)(=O)c2ccccc2)cc1Cl,0.5%,0.5%
COc1ccc(Br)cc1CN1CCN(Cc2ccccn2)CC1,2.2%,8.6%
COc1ccc(OC)c(CNC(=O)C2CCN(C(=O)N(C)C)CC2)c1,-4.4%,1.1%
CCOc1ccc(CN(C(=O)c2cc3ccccc3oc2=O)C2CC2)cc1,·,-1.5%
CCc1cc[n+](-c2nc3ccccc3nc2C(=C=[N-])C#N)cc1,·,1.0%
CC(C)P(=O)(c1cccc(C(=O)O)c1)C(C)C,-9.7%,-0.5%
Cc1onc(-c2ccccc2Cl)c1C(=O)NCc1ccccc1,·,-8.3%
Cc1cc(C)cc(N(CC(=O)N2CCC(C)CC2)S(=O)(=O)c2ccccc2)c1,·,6.9%
CCOC(=O)C1=C(C)N=c2s/c(=C/c3cc(Br)cc(OC)c3O)c(=O)n2C1c1cccs1 (stereo not drawn),2.4%,2.7%
O=C(Nc1cccc(Cl)c1)OCc1ccccc1F,3.2%,4.6%
C[N+](C)(C)CCNC(=O)c1c(O)c2c([nH]c1=O)CCCC2,-4.3%,4.2%
Cc1ccc(NC(=O)COc2ccc(C(C)(C)C)cc2)c([N+](=O)[O-])c1,3.6%,-0.9%
CCOC(=O)C(=CNc1ccc(Cl)cc1C)C(=O)OCC,3.3%,-5.7%
CCOc1cc(/C=N/NC(=O)c2ccccn2)ccc1OC(=O)c1ccc(F)cc1,-0.4%,2.0%
CC(C)(C)CC(C)(C)NC(=O)CSc1nc2ccccc2s1,4.2%,-2.2%
CCOC(=O)N1CCC(NC(=O)CCN2C(=O)COc3ccccc32)CC1,-5.6%,-4.1%
O=C1NC(=O)N(Cc2ccccc2)C(=O)/C1=C/c1cccs1,0.8%,2.5%
N/C(=N\OS(=O)(=O)c1ccc([N+](=O)[O-])cc1)c1ccncc1,4.6%,1.0%
O=C(O)C1CCN(C(=O)NC2CCCCC2)CC1,-1.1%,1.1%
Cc1ccc(N2C(=O)CC(NCc3cccc(C(F)(F)F)c3)C2=O)cc1 (stereo not drawn),-2.8%,-2.7%
Cc1ccc(NC(=O)c2c(NC(=O)C(F)(F)F)sc3c2CCCCC3)c(C)c1,-0.4%,-3.6%
O=C(c1ccco1)n1nc(-c2ccc(Cl)cc2)nc1NCc1ccco1,-6.3%,7.0%
CCOC(=O)CCc1nc2ccccc2[nH]c1=O,-17.7%,4.1%

# Profiles as entered above. Order of values: Rat MKP-3 inhibitors | Hsp70 inhibitors
# O=C(O)C1CCN(C(=O)NC2CCCCC2)CC1 across the screens: -1.1% | 1.1%
# N/C(=N\OS(=O)(=O)c1ccc([N+](=O)[O-])cc1)c1ccncc1 across the screens: 4.6% | 1.0%

# Three entries already listed, sorted by their value in Hsp70 inhibitors, ascending:
SMILES,Hsp70 inhibitors
Cc1ccc(NC(=O)c2c(NC(=O)C(F)(F)F)sc3c2CCCCC3)c(C)c1,-3.6%
CC(C)(C)CC(C)(C)NC(=O)CSc1nc2ccccc2s1,-2.2%
N/C(=N\OS(=O)(=O)c1ccc([N+](=O)[O-])cc1)c1ccncc1,1.0%

# The results go on:
SMILES,Rat MKP-3 inhibitors,Hsp70 inhibitors
CNc1nc(Nc2ccccc2)nc(OCC(F)(F)F)n1,1.7%,-2.2%
O=C(Oc1ccc(Cl)c2cccnc12)N1CCOCC1,-0.4%,2.7%
Cc1ccc2c(c1)N(C(=O)CN1C(=O)c3ccccc3C1=O)C(C)(C)c1ssc(=S)c1-2,0.4%,7.2%
CN(CC(=O)Nc1ccccc1C(=O)N1CCCC1)S(=O)(=O)c1ccc(Br)cc1,·,0.0%
CSc1ccc(/C=N/S(=O)(=O)CCc2ccccc2)cc1,-0.2%,3.2%
CCOC(=O)Cc1csc(NC(=O)COc2ccc(N(C)S(=O)(=O)c3cccs3)cc2)n1,-5.8%,0.1%
CNc1oc(-c2cccc3ccccc23)nc1C#N,-6.4%,-0.3%
O=C(NCC1CCCO1)c1c(O)c2c([nH]c1=O)CCCC2 (stereo not drawn),3.2%,3.9%
CCCc1c(O)nc(SCCN(C)C)[nH]c1=O,0.0%,3.0%
CCC1=NN2C(=N)/C(=C/c3ccc(OCc4ccccc4F)c(OC)c3)C(=O)N=C2S1,-0.3%,3.2%
CCc1c(C)sc(NC(=O)COc2ccccc2)c1C(N)=O,0.8%,-19.4%
CCOC(=O)N1CCN(C(=O)CSc2ccccc2)CC1,-3.9%,-2.8%

# Four entries from above, with each value named.
COc1cc(OC)cc(C(=O)OCc2cc3ccccc3[nH]c2=O)c1
  Rat MKP-3 inhibitors = -4.8%
  Hsp70 inhibitors = -0.8%
COCCSc1ccccc1C(=O)Nc1nncs1
  Rat MKP-3 inhibitors = -9.3%
  Hsp70 inhibitors = -1.1%
CCOC(=O)c1c(-c2cccs2)csc1NC(=O)CCCC(=O)O
  Rat MKP-3 inhibitors = -8.7%
  Hsp70 inhibitors = 2.6%
COc1cc(C2c3c(oc4cc(C)c(C)cc4c3=O)C(=O)N2c2cc(C)ccn2)ccc1O (stereo not drawn)
  Rat MKP-3 inhibitors = -9.5%
  Hsp70 inhibitors = -2.6%

# Part of the list above in a different format:
Rat MKP-3 inhibitors,Hsp70 inhibitors,Compound
3.2%,4.6%,O=C(Nc1cccc(Cl)c1)OCc1ccccc1F
-4.3%,4.2%,C[N+](C)(C)CCNC(=O)c1c(O)c2c([nH]c1=O)CCCC2

# Remaining list, next part.
SMILES,Rat MKP-3 inhibitors,Hsp70 inhibitors
O=C(CSc1ccc2nnc(-c3ccncc3)n2n1)N1CCc2ccccc21,-4.9%,-5.8%
CCOc1ccc(NC(=O)CSc2nc3c(c(=O)n2-c2ccccc2OC)SCC3)cc1,1.2%,-5.7%
CCCOc1ccc(C(C)=O)cc1CSCCC#N,1.3%,0.4%
Cc1ccccc1CN1C(=O)Nc2ccccc2C(=O)N1C(C)(C)C,·,-4.2%
O=S(=O)(NCCOc1ccc(F)cc1)c1ccc2c(c1)OCCO2,-14.8%,5.1%
Cn1c(COc2nnc(-c3ccccc3)c3ccccc23)nc2ccccc21,1.1%,0.8%
CN(C(=O)c1ccncc1)c1nnc(-c2cccnc2)s1,-14.8%,5.9%
O=C1C(=Cc2ccc(OCc3ccc(F)cc3)cc2)C(=O)c2ccccc21,2.3%,-1.1%
Cc1ccc(S(=O)(=O)NCC2CCC(C(=O)NCCCN3CCOCC3)CC2)cc1 (stereo not drawn),-7.7%,2.3%
COc1ccc(CNC(=O)COc2ccccc2)cc1,1.3%,-0.7%
Cc1ccc(OCC(=O)Nc2ccc3c(c2)OCO3)c(C)c1,0.7%,-1.0%
O=C(NC1CCCCCCC1)C1CCC(CNc2c(N3CCCC3)c(=O)c2=O)CC1 (stereo not drawn),-0.7%,-1.1%
Cc1nnc(NC(=O)CCSc2ccccc2)s1,-1.0%,2.4%
Cc1ccc(S(=O)(=O)NCC(c2cccnc2)N(C)C)cc1 (stereo not drawn),-8.2%,2.0%
O=C(C1CCN(S(=O)(=O)N2CCOCC2)CC1)N1CCN(Cc2ccc3c(c2)OCO3)CC1,9.4%,-5.3%
CSc1ccc(S(=O)(=O)NCc2ccccc2)cc1,·,-0.8%
O=C1N/C(=N\N=C\c2ccc(O)cc2)SC1c1ccccc1 (stereo not drawn),1.1%,-0.9%
Cc1onc(-c2ccccc2)c1C(=O)N1CCCN(C(=O)c2c(-c3ccccc3)noc2C)CC1,9.0%,3.1%
CCCCc1c(O)n2c(nc3ccccc32)[nH]c1=O,-9.0%,·
O=C(O)c1ccc(CN(c2ccccn2)S(=O)(=O)c2ccccc2)cc1,-8.7%,-5.0%
CCOC(=O)C1=C(O)/C(=C/c2cc(OC)c(OC)c(OC)c2)SC1=Nc1ccc([N+](=O)[O-])cc1,4.4%,1.6%
COc1cccc(OCCOc2cccc(/C=C3/SC(=S)NC3=O)c2)c1,1.3%,9.0%
COC(=O)C1C(=O)CC(C)(O)C(C(=O)OC)C1c1ccc2c(c1)OCO2 (stereo not drawn),-11.6%&-0.1%,7.1%&-1.3%
Cc1cc(Cl)ccc1NS(=O)(=O)c1cccc([N+](=O)[O-])c1,0.8%,1.0%
CCOc1ccc(C(=O)Nc2cc(-c3nc4ccccc4[nH]3)ccc2C)cc1[N+](=O)[O-],2.1%,0.8%
Cc1ccc(NC(=O)OCC2c3ccccc3-c3ccccc32)cc1,-1.3%,0.4%
Cc1cc(C)nc(NCC(O)CNc2ccccc2Cl)n1 (stereo not drawn),-9.7%,·
O=C1/C(=C\c2ccc(-c3cccc([N+](=O)[O-])c3)o2)SC(=S)N1CCc1ccccc1,0.4%,-2.4%
COc1ccc(C(=O)N2CCN(Cc3cccc(OC)c3OC)CC2)cc1OC,3.6%,-4.0%
Cc1ccc(SCC(=O)NCCN2C(=O)CSC2=O)c(C)c1,-0.7%,-0.2%
COc1ccc(C2C/C(=N\O)C(C)(C)O2)cc1 (stereo not drawn),-4.0%,-0.5%
COc1cc(C(=O)N2CCN(C(=O)CC(C)C)CC2)cc(OC)c1OC,-4.3%,1.8%
COC(=O)CNC(=O)CCCCC(=O)NCC(=O)OC,-0.2%,·
Cc1cc2c(cc1C)-c1nnnn1C(C)(C)C2,2.4%,-1.1%
CN(Cc1ccccc1)c1nc2c(c(=O)[nH]c(=O)n2C)n1Cc1ccccc1,-7.7%,-0.2%
O=C(Nc1ccccc1)/C(=C\c1ccccc1)NC(=O)c1ccccc1Br,0.6%,-1.6%
Cc1ccc(-c2cc(N)n[nH]2)cc1,·,-0.2%
C=CCOC(=O)Nc1c(C(=O)OC)[nH]c2ccc(Cl)cc12,0.5%,-10.4%
O=C1COc2ccc(C(=O)CSc3nnc(Cc4cccs4)n3-c3ccccc3)cc2N1,-1.0%,0.4%
CCC1CCCCN1C1Sc2ccc(C(=O)OC)cc2NC1=O (stereo not drawn),-16.2%,0.2%
O=C1S/C(=C/c2ccc([N+](=O)[O-])cc2)C(=O)N1c1ccccc1,0.1%,-1.1%
COc1ccc(C2C(C#N)=C(N)Oc3n[nH]c(C)c32)cc1CSc1ccccn1 (stereo not drawn),-1.5%,9.9%
COc1cc(NC(=O)c2ccc(C)c([N+](=O)[O-])c2)ccc1NC(=O)c1ccco1,3.1%,-4.6%
COc1cccc(-c2nc3sc(C)c(C)c3c(=O)[nH]2)c1O,0.5%,-0.7%
COc1ccc(S(=O)(=O)Cc2ccc(C(=O)NCc3ccco3)o2)cc1,-4.4%,-1.7%
COc1ccc(-c2cc(-c3ccccc3)n[nH]2)c(O)c1,-4.6%,2.4%
CSc1nc(Oc2ccc(=O)[nH]n2)nc(N(C)C)n1,-2.6%,0.8%
Cc1noc2ncc(C(=O)c3cc(F)ccc3O)cc12,·,-3.1%
c1coc(-c2nnc3sc(-c4cccs4)nn23)c1,-7.1%,5.0%
O=C1c2ccccc2C(=O)N1CCCOc1ccccc1,-11.2%,2.1%
O=C(Nc1nc2ccccc2[nH]1)C1CCCO1 (stereo not drawn),-1.7%&5.8%,-0.5%&-3.4%
CC(C)N(Cc1ccccc1)C(=O)CCCOc1ccc(Cl)cc1Cl,1.7%,-0.9%

# These rows are one share of the data, so the mix of outcomes need not match the whole.
